Screens (PubChem BioAssay)
aSyn yeast inh: qHTS of alpha-syn Inhibitors; Yeast expressing alpha-synuclein, growth rescue, BacTiter-Glo, 24 h; Potency, µM (top dose mostly 46.1 µM), for inactives: top-dose growth rescue (activation), usual class: activators; actives 0.14% (n = 370,000); note: % of control where 0% means no effect; nearly all actives have a fitted effect of over 65% in size
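Readout is rescue of growth in alpha-synuclein-expressing yeast, so inhibitors of toxicity appear as activators. Growth after 24 hr at 30 deg C in galactose medium is quantified by luminescence.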
TDP-43 yeast inh: qHTS of TDP-43 Inhibitors; TDP-43 expressing yeast growth rescue, BacTiter-Glo, 24 h; Potency, µM (titrated, usually from 46.1 µM), inactives show at the highest dose growth rescue (activation), usual class: activators; actives 1.8% (n = 410,000); AID 652104, 2013; note: % of control where 0% means no effect; nearly all actives have a fitted effect of over 50% in size
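Yeast cells expressing TDP-43 under galactose induction are exposed to compounds for 24 hr at 30 deg C. BacTiter-Glo luminescence measures growth, so protective compounds score as activators.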
EPAC1 ag: qHTS for Agonist of cAMP-regulated guanine nucleotide exchange factor 3 (EPAC1): primary screen; EPAC1 agonist qHTS, biochemical assay; response scale: 100% = response to 6.5 mM cAMP; Potency, µM (doses to about 154 µM), inactives show at the highest dose activation, usual class: activators; actives 0.073% (n = 360,000); AID 720707, 2013; note: nearly all actives have a fitted effect of over 60% in size
Target sequence (O95398 whole entry, looked up): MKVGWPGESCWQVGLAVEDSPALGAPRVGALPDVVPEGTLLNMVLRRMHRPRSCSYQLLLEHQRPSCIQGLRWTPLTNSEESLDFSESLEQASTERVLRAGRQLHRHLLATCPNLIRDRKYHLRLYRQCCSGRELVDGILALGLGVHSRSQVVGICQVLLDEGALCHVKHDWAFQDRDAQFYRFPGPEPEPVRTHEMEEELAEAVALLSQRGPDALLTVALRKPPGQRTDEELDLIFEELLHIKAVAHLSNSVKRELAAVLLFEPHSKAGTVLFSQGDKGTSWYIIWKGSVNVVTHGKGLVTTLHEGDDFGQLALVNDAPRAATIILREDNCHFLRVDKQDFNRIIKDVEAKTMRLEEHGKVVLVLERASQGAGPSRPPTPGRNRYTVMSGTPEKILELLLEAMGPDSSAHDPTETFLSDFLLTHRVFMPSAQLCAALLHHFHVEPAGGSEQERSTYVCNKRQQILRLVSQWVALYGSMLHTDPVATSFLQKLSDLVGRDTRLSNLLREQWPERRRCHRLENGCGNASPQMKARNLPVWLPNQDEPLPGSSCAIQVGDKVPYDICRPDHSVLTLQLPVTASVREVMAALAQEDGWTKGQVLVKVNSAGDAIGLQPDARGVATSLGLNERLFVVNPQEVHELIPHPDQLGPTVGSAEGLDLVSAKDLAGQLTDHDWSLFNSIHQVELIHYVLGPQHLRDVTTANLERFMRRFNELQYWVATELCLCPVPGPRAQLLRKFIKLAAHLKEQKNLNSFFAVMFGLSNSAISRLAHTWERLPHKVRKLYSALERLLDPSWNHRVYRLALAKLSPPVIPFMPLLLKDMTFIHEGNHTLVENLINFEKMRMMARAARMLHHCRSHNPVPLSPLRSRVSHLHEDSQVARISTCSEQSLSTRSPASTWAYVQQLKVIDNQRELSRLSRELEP
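Nucleotide exchange assay: 100 nM EPAC1 with 250 nM Rap1B loaded with BODIPY-GDP and 50 uM GDP, room temperature. Fluorescence (480/540 nm) read every 5 min for 30 min; signal change normalized to 6.5 mM cAMP as full agonist.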
EPAC2 agonist: qHTS for Agonist of cAMP-regulated guanine nucleotide exchange factor 4 (EPAC2): primary screen; EPAC2 activation, biochemical qHTS; response scale: 100% = 6.5 mM cAMP response; actives 0.079% (n = 360,000); Rap guanine nucleotide exchange factor 4 (Homo sapiens), Q8WZA2; Potency, µM (doses to about 154 µM), without a hit: at the top dose activation, usual class: activators; AID 720711, 2013; note: nearly all actives have a fitted effect of over 50% in size
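qHTS, titration series. 100 nM EPAC2 / 250 nM Rap1B-BODIPY-GDP / 50 uM GDP; RT; ex 480/em 540 nm, 5-min reads to 30 min. Norm. to 6.5 mM cAMP = activation.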
FUS yeast rescue: qHTS for Suppressors of FUS Proteinopathy: Primary screen using FUS-linked yeast assay. S. cerevisiae FUS-expressing, growth rescue, OD600, 24 h. Potency, µM (doses to about 76.6 µM), inactives show at the highest dose growth rescue (activation), most hits filed as activators. actives 0.24% (n = 390,000);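 note: plate controls were DMSO vehicle for no effect and reference control for full effect; nearly all actives have a fitted effect of over 55% in size; some results filed as inactive show a strong effect at the top dose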
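Toxicity suppression screen in FUS-yeast. Cells induced with 2% galactose, starting OD 0.005, treated 24hr at 30C with compounds at multiple final concentrations; growth by OD600.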
EPAC2 antag: qHTS for Antagonist of cAMP-regulated guanine nucleotide exchange factor 2 (EPAC2): primary screen; Rap guanine nucleotide exchange factor 4 (Homo sapiens), Q8WZA2; EPAC2 GEF exchange of Rap1B-BODIPY-GDP, fluorescence; Potency, µM (titrated, usually from 114 µM), inactives show at the top dose activity, negative = inhibition, most hits filed as inhibitors; actives 0.18% (n = 360,000); AID 720708, 2013; note: % is set by controls: 0 for no effect and ±100 for the full control effect; nearly all actives have a fitted effect of over 45% in size; many of its hits are not listed in these tables
PTHR1 agonist: qHTS for PTHR1 Agonists: Primary Screen. Potency, µM (titrated, usually from 115 µM), inactives show at the top dose activation, most hits filed as activators. HEK293 GP2 PTHR1 cells, GloSensor cAMP luminescence, 1 h. Parathyroid hormone/parathyroid hormone-related peptide receptor (Homo sapiens), Q03431. actives 0.075% (n = 410,000). AID 743266, 2014; note: nearly all actives have a fitted effect of over 55% in size; some results filed as inactive show a strong effect at the top dose; inactives centre near -15; many of its hits are not listed in these tables
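HEK-293-derived GP2 cells expressing PTHR1 and a GloSensor cAMP reporter, 3,000/well, plated overnight, given luciferin plus IBMX (each 0.5 mM as added) for 1 h at 37 °C, then compound for 1 h at 37 °C. Luminescence was read after 15 min at room temperature.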
EPAC1 antag: qHTS for Antagonist of cAMP-regulated guanine nucleotide exchange factor 3 (EPAC1): primary screen; Rap guanine nucleotide exchange factor 3 (Homo sapiens), O95398; EPAC1 GEF assay, Rap1b-BODIPY-GDP exchange fluorescence; Potency, µM (highest dose often 115 µM), without a hit: at the highest dose activity change, negative = inhibition, most hits filed as inhibitors; actives 0.14% (n = 360,000);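 note: plate controls were vehicle for no effect and positive control for full effect; nearly all actives have a fitted effect of over 50% in size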
The depositor's hits bear a star; i = inactive; u = inconclusive; x = not tested or not shown; [ ] = dose if it differs, or a comment. Calls come from the whole dose curve; as a rule, active = well fitted curve in the direction sought with a large enough effect; inconclusive = small, poorly fitted or top-dose-only effect, or another doubt; inactive = no such curve, though single readings can be large; an effect the other way counts as inactive or inconclusive. Potency is the fitted concentration of half-maximal effect.

SMILES	aSyn yeast inh	TDP-43 yeast inh	EPAC1 ag	EPAC2 agonist	FUS yeast rescue	EPAC2 antag	PTHR1 agonist	EPAC1 antag
C=CCNC(=O)C1CCC(C(=O)NCC=C)CC1 (configuration not stated)	-2%	3%	0%	1%	-13%	5%	u	5%
O=C(/C=C/c1ccccc1)NCCSCc1ccc(Cl)cc1	2%	27%	-2%	-3%	-6%	-2%	-13%	-7%
CCC(=O)N1CCN(c2cc(N3CCN(C)CC3)c(F)cc2[N+](=O)[O-])CC1	-2%	-3%	-6%	-2%	-15%	-1%	-11%	-8%
CC(OC(=O)CN1C(=O)NC2(CCCC2)C1=O)c1ccc(F)cc1 (configuration not stated)	1%	8%	7%	3%	-21%	-6%	-45%	10%
COc1ccccc1NC(=O)CN1CCN(c2ccccn2)CC1	1%	-16%	-1%	-12%	2%	2%	-11%	0%
O=c1[nH]nc(SCc2cc(Cl)ccc2Cl)c(=O)[nH]1	-6%	-13%	10%	9%	-5%	-12%	-13%	-8%
COc1nc(NC2CCCCC2)nc(N2CCCCCC2)n1	-5%	u	-12%	11%	32%	6%	-16%	-8%
CCOc1cc(C(=S)N2CCCC2)ccc1OC(=O)Cc1ccc(F)cc1	5%	u	8%	19%	23%	2%[57.1 µM]	-26%	0%
Cc1cc(C)c(OCC(=O)OCC(=O)N2CCCc3ccccc32)c(C)c1	-5%	-7%	16%	10%	19%	-14%	i	-16%
O=C(c1ccc(F)cc1F)N1CCN(S(=O)(=O)c2ccc3c(c2)OCCO3)CC1	8%	13µM*	0%	0%	x	8%	-27%	4%
CCOc1ccccc1N(CC(=O)NC1CCCCC1)C(=O)CCCC(=O)Nc1ccccn1	6%	-2%	5%	-2%	-13%	-3%	i	0%
O=S(=O)(/C=C/c1ccccc1)Nc1cccc(S(=O)(=O)NC2=NCCC2)c1	0%	23%	-7%	-1%	-10%	2%	i	-2%
COC(=O)c1cc(CNC(=O)c2ccc(O)c(Cl)c2)ccc1OC	-6%	-13%	-9%	5%	x	-7%	-41%[inhibitor]	-22%
N/C(=N\OC(=O)c1ccccc1Cl)c1cccc([N+](=O)[O-])c1	-32%[inhibitor]	11µM*	-7%	6%	-31%	1%	-56%	-5%
COc1cccc(C2CC(c3cccc(C)c3)n3ncnc3N2)c1 (configuration not stated)	0%	-4%	-9%	7%	-10%	1%	-25%	-15%
COc1ccc(N(C)C(=O)c2cc3c(s2)-c2ccccc2OC3)c(OC)c1	26%	u	7%	22%	u	-16%	-18%	-16%
O=C(c1ccccc1F)N1CCN(C2CCC(c3ccccc3)CC2)CC1 (configuration not stated)	13%	-19%	-3%	16%	8%	4%	i	-1%
CCOC(=O)C1CCN(C(=O)COC(=O)c2cccc(F)c2)CC1	0%	22%	8%	6%	-3%	3%	-26%	8%
Cc1c(C(c2cccc(Br)c2)c2c(C)n(C)n(-c3ccccc3)c2=O)c(=O)n(-c2ccccc2)n1C	2%	17%	12%	3%	28%	-1%	-6%	-6%
CCCCC1(c2ccc(F)cc2)NC(=O)N(CC(=O)N2CCN(C(=O)c3ccco3)CC2)C1=O (configuration not stated)	7%	18%	-7%	-1%	x	11%	-15%	-2%
CN(CC(=O)Nc1ccccc1Cl)C(=O)COC(=O)CNC(=O)c1ccc(Br)o1	0%	-2%	0%	-5%	5%	-5%[57.1 µM]	i	-18%
Cc1ccc(S(=O)(=O)Oc2ccc(/C=N/N=C3/NC(=O)C(CC(=O)O)S3)cc2)cc1 (configuration not stated)	-2%	-11%	8%	11%	27%	u	i	-4%
COc1cc(C2CC(=O)Nc3c2c(=O)n(C)c2ncnn32)cc(OC)c1OC (configuration not stated)	-7%	-2%	x	x	-6%	x	-6%	x
O=C(NC1CCCC1)C(c1ccc(F)cc1)N(C(=O)c1csnn1)c1ccccc1 (configuration not stated)	1%	-2%	-14%	-2%	8%	4%	-3%	-14%
COc1cccc(C(=O)C(C#N)=C(SC)SC)c1	3%	10%	-4%	7%	10%	6%	-47%[inhibitor]	-12%
O=[N+]([O-])c1ccc(/C=N/Nc2nc(N3CCCCC3)nc(N3CCCCC3)n2)cc1	-2%	5%	4%	9%	-30%	0%	i	-12%
Cc1noc(C)c1NC(=O)N(C)C[C@H]1Oc2ccc(NC(=O)NC(C)C)cc2C(=O)N([C@H](C)CO)C[C@@H]1C	-5%	7%	-8%	3%	-4%	4%	-24%	2%
Cc1ccc(S(=O)(=O)N2CCC(C(=O)NNC(=O)c3ccccc3O)CC2)cc1C	0%	0%	2%	4%	13%	-2%	-6%	7%
CC(=O)Nc1nc(CC(=O)c2ccccc2)cs1	2%	26%	-16%	-1%	-25%	0%	-16%	-3%
Cc1nc(-c2ccc(S(=O)(=O)Nc3cccc(Cl)c3)cc2)co1	5%	8%	0%	-2%	-5%	-9%	i	7%

Overlap with the part before: 7 compounds, then new ones.
SMILES	aSyn yeast inh	TDP-43 yeast inh	EPAC1 ag	EPAC2 agonist	FUS yeast rescue	EPAC2 antag	PTHR1 agonist	EPAC1 antag
O=C(NC1CCCC1)C(c1ccc(F)cc1)N(C(=O)c1csnn1)c1ccccc1 (configuration not stated)	1%	-2%	-14%	-2%	8%	4%	-3%	-14%
COc1cccc(C(=O)C(C#N)=C(SC)SC)c1	3%	10%	-4%	7%	10%	6%	-47%[inhibitor]	-12%
O=[N+]([O-])c1ccc(/C=N/Nc2nc(N3CCCCC3)nc(N3CCCCC3)n2)cc1	-2%	5%	4%	9%	-30%	0%	i	-12%
Cc1noc(C)c1NC(=O)N(C)C[C@H]1Oc2ccc(NC(=O)NC(C)C)cc2C(=O)N([C@H](C)CO)C[C@@H]1C	-5%	7%	-8%	3%	-4%	4%	-24%	2%
Cc1ccc(S(=O)(=O)N2CCC(C(=O)NNC(=O)c3ccccc3O)CC2)cc1C	0%	0%	2%	4%	13%	-2%	-6%	7%
CC(=O)Nc1nc(CC(=O)c2ccccc2)cs1	2%	26%	-16%	-1%	-25%	0%	-16%	-3%
Cc1nc(-c2ccc(S(=O)(=O)Nc3cccc(Cl)c3)cc2)co1	5%	8%	0%	-2%	-5%	-9%	i	7%
CCCn1c(CN2CCN(C(C)=O)CC2)nc2cc(S(=O)(=O)N(C)C)ccc21	-3%	0%	-6%	5%	14%	8%	u	3%
Cc1cccc(C)c1NC(=O)c1cn(-c2ccccc2)nc1-c1ccccc1	-4%	-15%	-4%	0%	-15%	15%	-8%	-7%
CCOC(=O)C1=C(C)Nc2ncnn2C1c1ccccc1F (configuration not stated)	8%	-7%	3%	0%[15.6 µM]	-6%	-6%	i	0%
COc1ccc2c(C)c(CCC(=O)NCCCN3CCCC3=O)c(=O)oc2c1C	-1%	9%	-16%	1%	-10%	-7%	-11%	19%
C/C(=N/NC(=O)CNC(=O)COc1cccc(C)c1)c1ccc(Cl)cc1	2%	2%	1%	-1%	-1%	8%	i	-21%
CCNc1nc(NC(C)C)nc(OCCOC(=O)Nc2ccccc2)n1	5%	-14%	1%	7%	6%	-4%	i	6%
CCN1CC(CN(C)Cc2cn(-c3cccc(C)c3)nc2-c2cccc(F)c2)CC1=O (configuration not stated)	8%	22%	2%	7%	5%	-11%	i	-8%
CCOc1ccccc1C(C(=O)NC1CCCC1)N(Cc1ccco1)C(=O)CNC(=O)c1ccco1 (configuration not stated)	0%	-5%	2%	0%	36%	-2%	i	-23%
CC(=O)c1cccc(OCC(O)CN2CCN(C(=O)c3ccco3)CC2)c1 (configuration not stated)	1%	1%	8%	2%	-28%	9%	i	-15%
COCOCCn1cc(CN2CCS(=O)(=O)N(Cc3ccc(-c4ccc(Cl)cc4)cc3)C(C(C)C)C2=O)nn1 (configuration not stated)	4%	18%	-7%	-3%	28%	0%	i	-1%
CC(=O)c1ccc(NC(=O)CCCN2C(=O)C(c3ccccc3)Oc3cccnc32)cc1 (configuration not stated)	3%	u	12%	1%	18%	-20%	-21%	-28%
O=C(COc1c(Cl)cccc1Cl)Nc1ccccc1N1CCCC1	5%	u	3%	6%	x	-21%	-1%	1%
CCCC(=O)Nc1ccc(Sc2ccc([N+](=O)[O-])cc2)cc1	-10%	9%	6%	9%	13%	-18%	-87%[inhibitor][57.5 µM]	0%
Cc1cccc(NC(=O)C2CCCN(C(=O)Nc3ccc(F)cc3)C2)c1 (configuration not stated)	-7%	-22%	5%	18%	19%	-1%	-14%	-13%
CCOc1ccc([N+](=O)[O-])cc1CNC1CCCCCCC1	2%	6%	0%	0%	-19%	2%	i	0%
C=CCOC(=O)Nc1c(C(=O)OC)[nH]c2ccc(Cl)cc12	5%	10%	-10%	-6%	-2%	-10%	-29%	-25%
O=[N+]([O-])c1ccc2c(c1)Nc1nc3ccccc3nc1N2	3.5µM*	22µM*	2%	-8%	-9%	0%	i	-3%
CN1C(=O)/C(=C/c2cccc(Cl)c2)Sc2ccc(C(=O)N3CCCC3)cc21	6%	u	-15%	4%	30%	0%	-2%	-20%
O=C(COC(=O)/C=C/c1ccc(Cl)cc1)Nc1ccc2[nH]c(=O)[nH]c2c1	-13%	-14%	2%	-2%	7%	1%	-15%	-8%
Cc1cccc(C2Nc3ccccc3C(=O)N2c2ccccc2)n1 (configuration not stated)	3%	5%	3%	11%	-11%	3%	i	1%
NNC(=O)COc1ccc(-c2nccc(-c3ccc(F)cc3)n2)cc1	-7%	10%	-2%	0%	u	6%	10%	3%
CCSc1nc(N2CCCCC2)c2c(c1C#N)CCCC2	-16%	9%	-7%	9%	-26%	-3%	-2%[57.5 µM]	0%
O=C(CN1CCN(Cc2ccccc2)CC1)Nc1ccccc1	9%	15%	2%	2%	-5%	13%	-34%	13%
COc1ccc2c(C(=O)CCl)c[nH]c2c1	-15%	29%	10%	5%	21%	-5%	-68%[inhibitor]	-16%
COC(=O)Nc1cccn(Cc2c(Cl)cccc2Cl)c1=O	-7%	-20%	9%	5%	15%	5%	-14%	-4%

An excerpt. The share of hits here may be higher or lower than overall.
